DAX1 inh-1 = NR0B1 (DAX1) inhibition | AID 504766 | P51843 | HEK293 Gal4-DAX1 luciferase reporter, luminescence | inhibition, % at 6.75 µM | actives 0.99% (n = 340,000);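 active means inhibition above the mean over all tested compounds plus 3 SD, cut at about 4.2% in these data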;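 further: 0% = DAX1-transfected cells with DMSO and 100% = empty-vector control cells with DMSO; inhibition shows as a rise in luminescence from relieved DAX1 repression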
Target sequence (P51843 207-470 limits assumed): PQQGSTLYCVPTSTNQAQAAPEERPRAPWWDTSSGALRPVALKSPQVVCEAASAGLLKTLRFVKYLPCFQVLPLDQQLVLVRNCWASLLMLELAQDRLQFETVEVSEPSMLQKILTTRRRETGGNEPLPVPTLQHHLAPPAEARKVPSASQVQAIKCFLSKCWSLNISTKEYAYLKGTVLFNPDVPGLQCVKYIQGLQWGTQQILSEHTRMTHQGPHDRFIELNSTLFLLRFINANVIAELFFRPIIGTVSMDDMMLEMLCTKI
sPLA2-III inh = Blocks human group III sPLA2 activity; Q9NZ20; QFRET BODIPY PC-A2 liposome hydrolysis, fluorescence; inhibition, % at 12.2 µM; actives 0.56% (n = 370,000);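 active means inhibition above mean plus 3 SD of compounds lying within the high and low control bounds, cut at about 19% in these data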;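 further: 0% = median of test compound wells and 100% = no enzyme DMSO wells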
hcDAF-12 act = activates DAF-12 receptor from parasite H. contortus; activation, % at 6.8 µM; actives 1.4% (n = 370,000); HEK293 hcDAF-12 lit1-tk-luc reporter, luminescence; 0% DMSO, 100% Δ7-dafachronic acid; AID 652067;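 active means activation above the mean of all tested compounds plus 3 SD, cut at about 5.5% in these data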;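 further: 100% = response to 3 µM Δ7-dafachronic acid high control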
NR1D1 modulator = Rev-erb alpha (human) modulation; P20393; activity, % at 10 µM; Rev-erbα–FITC-DNA binding, fluorescence polarization, 90 min; actives 0.79% (n = 370,000);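 active means activity above about 14%, limit read from the data; passing the limit was not always enough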;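 further: 0% = DMSO wells with 35 nM protein and 100% = DMSO wells with 750 nM protein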
Target sequence (P20393 whole entry, looked up): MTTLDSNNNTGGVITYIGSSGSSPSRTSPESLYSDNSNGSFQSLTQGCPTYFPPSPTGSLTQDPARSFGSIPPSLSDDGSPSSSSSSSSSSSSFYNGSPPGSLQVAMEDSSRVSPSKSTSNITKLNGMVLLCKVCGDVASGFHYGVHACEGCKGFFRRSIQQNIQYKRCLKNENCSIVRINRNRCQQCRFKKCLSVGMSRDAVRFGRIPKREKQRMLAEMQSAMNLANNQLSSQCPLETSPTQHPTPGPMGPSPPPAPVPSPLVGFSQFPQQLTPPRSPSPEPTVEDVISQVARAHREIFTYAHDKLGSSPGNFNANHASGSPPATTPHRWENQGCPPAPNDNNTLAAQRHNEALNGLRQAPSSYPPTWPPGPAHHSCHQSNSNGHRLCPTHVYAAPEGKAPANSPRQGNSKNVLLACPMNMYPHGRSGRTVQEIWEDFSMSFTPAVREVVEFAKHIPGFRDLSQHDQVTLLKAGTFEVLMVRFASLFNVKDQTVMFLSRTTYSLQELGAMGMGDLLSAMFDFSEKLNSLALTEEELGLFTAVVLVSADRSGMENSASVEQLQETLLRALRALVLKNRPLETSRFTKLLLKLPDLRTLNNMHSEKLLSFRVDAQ
DAX1 inh-2 = DAX1 (NR0B1) inhibition, primary screen | HEK293T StAR-luciferase reporter, SF-1/DAX-1 repression relief | inhibition, % at 6.8 µM | actives 1.1% (n = 370,000) | AID 652010;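 active means inhibition above the mean over all tested compounds plus 3 SD, cut at about 3.6% in these data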;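 further: 0% = DAX-1 cells with DMSO and 100% = cells lacking DAX-1 with DMSO; higher inhibition means more luminescence from relief of DAX-1 repression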
PG9 binder = binds the HIV-1 gp120 antibody PG9; TR-FRET gp120-PG9 antibody binding; inhibition, % at 6.7 µM; actives 0.43% (n = 360,000); AID 624416; in the data active means inhibition above about 8.5%
GAA850 FXN act = frataxin GAA850 promoter activation; HEK293 lucGAA850 FXN promoter luciferase reporter, 24 h; percent of 10 µM SAHA response; activation, % at 6 µM; actives 0.56% (n = 360,000); AID 540364;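 active means activation above the average of all compounds screened plus 3 SD, cutoff fixed separately per campaign, cut at about 7.5% in these data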;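 further: 0% = DMSO wells and 100% = 10 µM SAHA wells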
hgDAF12 agonist = hgDAF-12 agonism, primary luciferase screen; actives 1.8% (n = 370,000); HEK293 GAL4-hgDAF12 UAS-luciferase reporter, agonist luminescence; normalized to butyrate control; AID 687014; activation, % at 6.8 µM;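 active means activation above a cutoff set at the mean of all screened compounds plus 3 SD, cut at about 10% in these data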;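 further: 0% = DMSO wells and 100% = sodium butyrate wells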
SMARCA2 act = SMARCA2 function activation, primary screen | MG213 cells, MMTV-luciferase reporter, dexamethasone, overnight | activation, % at 9.1 µM | actives 1% (n = 370,000) | AID 652017; in the data active means activation above about 7.8%;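 further: 0% = vehicle wells and 100% = reference activator wells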
PLCb3 inh = blocks human PLC-beta3 enzyme activity. inhibition, % at 12.2 µM. Purified PLC-beta3, fluorogenic substrate, fluorescence. Q01970. actives 0.18% (n = 370,000); in the data active means inhibition above about 11%;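 further: 0% = median of compound wells on plate and 100% = full blocker control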
ssDAF-12 act = activates DAF-12 receptor from parasite S. stercoralis; actives 1% (n = 370,000); HEK293 ssDAF-12/GRIP1 lit1-tk-luc reporter, luminescence; % of 3 µM dafachronic acid response; activation, % at 6.8 µM; AID 652126;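 active means activation above the mean over all tested compounds plus 3 SD, cut at about 0.9% in these data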;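 further: 0% = DMSO-only wells and 100% = 3 µM delta7-dafachronic acid wells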
Active calls of the source: *; x = no result given.

SMILES	DAX1 inh-1	sPLA2-III inh	hcDAF-12 act	NR1D1 modulator	DAX1 inh-2	PG9 binder	GAA850 FXN act	hgDAF12 agonist	SMARCA2 act	PLCb3 inh	ssDAF-12 act
COC(=O)c1ccc2c(c1)S(=O)(=O)NC(=NCCCN1CCOCC1)S2	0.9	-5	-1.3	2	0.3	-0.6	-0.8	-0.4	-1	1	-1.1
Cc1ccc(F)c(Cn2cnc3c(cnn3C(C)(C)C)c2=O)c1Cl	-1.6	-1	-2.3	-2	-1.1	1.5	3.2	-0.9	0	-4	-1.4
COc1cc(C(C)=O)ccc1Oc1ncccn1	0.1	3	-0.2	-7	1.1	0.7	3.3	-0.7	-1	-7	-1.0
CC(C)Cc1cc(C(=O)Nc2ccc3c(c2)OCO3)no1	2.4	17	7.5*	-1	7.3*	0.7	3.8	13*	1	-1	1.5*
Cc1ncc([N+](=O)[O-])n1CCOC(=O)c1ccc(Cl)cc1Cl	0.0	-1	-1.0	-8	0.4	-0.6	2.0	-1.7	0	2	-1.2
O=C(CSc1nc2ccccc2c(=O)n1CCCN1CCOCC1)c1c[nH]c2ccccc12	-1.6	-38	-5.1	-3	-1.6	-2.8	3.6	-8.4	0	3	-2.5
CNc1cnc(-c2ccc(O)c(OC)c2)cn1	x	-7	1.3	6	0.2	0.1	0.6	-0.9	-2	-9	-0.7
COc1ccc(-c2cccc(C3CC=CC4C3C(=O)N(Cc3ccccc3)C4c3ccc(OC)c(Cl)c3)c2)cc1 (configuration not stated)	0.6	-1	-0.7	5	0.3	1.5	-0.5	1.1	1	1	-1.1
O=[N+]([O-])c1cnccc1Nc1cccc(F)c1	0.3	5	0.1	-6	-1.7	0.1	0.2	2.5	-3	-4	-1.3
Cc1ccccc1NS(=O)(=O)c1ccc(C(=O)N2CCCCCCC2)cc1	-1.3	-8	-1.8	0	-0.8	-1.1	-0.4	-1.1	1	2	-0.9
Cc1ccc(C)c(OCCCNC2CCCC2)c1C	0.0	5	-0.8	-2	0.1	-1.8	0.4	-0.3	-2	0	-1.0
COc1cccc(CO[C@H]2C=C[C@@H](c3ccccc3)O[C@@H]2CO)c1	x	7	-1.5	6	0.3	x	x	2.0	-3	-6	-0.8
O=C(N/N=C/c1ccco1)/C(=C/c1cccc([N+](=O)[O-])c1)NC(=O)c1ccccc1	-1.3	-2	-1.3	-2	-0.3	-0.3	-2.7	-0.1	1	-1	-1.4
CCCC/C=C1/[C@@H](CC)N(Cc2ccc(OC)cc2OC)C2=N[C@H](c3ccccc3)CC(=O)N21	x	13	0.2	-6	x	x	x	-3.1	x	4	-1.6
Cc1ccc(CN2CCNC(=O)C2CC(=O)N(C)C(C2CC2)C2CC2)o1 (configuration not stated)	-0.1	2	1.2	3	0.4	-1.0	1.3	1.2	0	-8	-0.8
COc1ccc(S(=O)(=O)NC2CCCC2)cc1Cl	0.1	-5	0.2	5	2.0	-2.3	-3.0	-1.0	-2	-6	-1.2
CC(C)Cc1ccc(-c2cc3nc(NCCOc4ccccc4)ccn3n2)cc1	x	-7	3.2	-2	2.5	2.3	2.2	4.7	1	-20	-0.5
COc1cc(C(=O)NC2(C(F)(F)F)NC(=O)N(CCCc3ccccc3)C2=O)cc(OC)c1OC (configuration not stated)	-2.9	-21	-0.6	2	-0.8	1.1	1.1	-1.2	1	4	-1.6
COc1ccc(Br)cc1C1=CC(=O)C[C@H](c2ccc(F)cc2)C1	-0.8	-7	-1.2	-2	-1.4	0.9	-1.2	-1.8	0	-25	-0.5
COC(=O)C1(CO)NC(c2cccs2)C2C(=O)N(c3ccccc3)C(=O)C21 (configuration not stated)	0.7	0	-1.1	6	0.3	-1.9	-2.6	2.2	0	-8	-0.9
CCOC(=O)C1CCN(C(=S)Nc2ccc(S(N)(=O)=O)cc2)CC1	-1.9	3	-0.5	4	-0.2	-0.5	0.5	2.2	-4	1	-1.4
CCOC(=O)c1c(NC(=O)Cn2nc(C(=O)O)c3ccccc3c2=O)sc2c1CCC(C)C2 (configuration not stated)	2.1	7	-2.0	0	-0.3	2.1	-1.0	-2.6	-4	-6	-0.4
CC1(CCc2ccc(O)cc2)NC(=O)NC1=O (configuration not stated)	0.1	6	-1.1	0	1.4	1.4	-3.5	-1.2	0	3	-1.2
COc1cc(C(=O)COC(=O)c2cc([N+](=O)[O-])ccc2N2CCOCC2)ccc1OC(F)F	0.9	-6	-1.3	5	-2.8	2.6	1.3	-2.2	-2	-7	-1.5
CCOc1ccc(/C=C(\C#N)C(=O)Nc2cccnc2)cc1	1.2	-4	2.3	-8	0.3	-1.1	2.4	4.5	-1	3	-1.8
CC(C)C(=O)Nc1ccccc1N1CCN(C(=O)c2ccccc2)CC1	-0.4	4	0.3	-4	-0.8	1.2	0.3	-3.6	-2	1	-1.0
CC(=O)N1CCN(CC(C)(C)NS(=O)(=O)c2ccccc2)CC1	0.3	14	0.7	2	1.4	1.1	4.0	0.1	-2	-1	-0.8
COc1ccc(NC(=O)c2cccs2)cc1OC	0.2	4	1.3	3	-0.2	0.0	3.3	-1.6	1	-2	-0.6
CCS(=O)(=O)c1ccc2oc(SCC(=O)N3CCCCC3)nc2c1	-1.9	-2	-2.1	-3	0.5	1.1	-1.9	-0.9	-4	-6	-1.4
Cc1ccc(C)c(OCC(=O)N/N=C/c2ccsc2)c1	-0.8	-2	-0.2	18	0.5	0.8	-0.5	0.4	2	2	-0.8
Cc1ccccc1CNc1nnnn1C	1.9	3	0.4	4	0.3	-0.9	-0.3	-1.0	-1	-8	-1.6
Nc1nncn1C(=O)CCCOc1ccc(Cl)cc1Cl	2.0	-1	-1.1	0	0.4	-0.1	-2.6	1.9	2	1	-0.2
Cc1ccc(NCC(=O)N/N=C/c2cccc(Oc3ccccc3)c2)cc1	-1.7	8	-0.4	-7	0.1	0.5	1.7	1.8	-4	2	-1.1
O=C(N1CCOCC1)N1CC[C@H]2[C@H](CCCN2Cc2ccccc2)C1	x	8	-1.8	4	-0.5	x	x	-0.3	-1	-1	-1.3
O=C(COc1ccc(Br)cc1Br)NC(=O)NC1CCCC1	4.1	-8	5.3	1	4.0*	1.9	4.3	7.2	6	2	-0.5
CN(C)CCOc1ccccc1-c1ccccc1	0.7	-5	-1.8	4	1.1	0.4	-1.5	-1.0	-1	2	-1.1
O=c1cc(-c2ccccc2Cl)oc2cc(O)cc(O)c12	1.3	-7	0.4	-10	0.3	-2.3	0.0	2.1	4	-1	-1.0
O=[N+]([O-])c1cccc(S(=O)(=O)Nc2cccc(-c3ccc(N4CCOCC4)nn3)c2)c1	-0.7	-20	0.1	9	4.4*	-1.0	3.8	3.2	1	-5	-0.2
CCN(CC)S(=O)(=O)c1ccc(NS(=O)(=O)c2ccc(F)cc2)cc1	0.7	-7	-2.3	1	-0.2	-2.5	-0.1	-0.4	-2	-4	-1.3
CN(C)N1C(N)=C(C#N)C(c2ccc(Br)cc2)C2=C1CCCC2=O (configuration not stated)	-0.8	-6	-1.8	0	-0.1	-2.3	-1.8	-4.5	4	-34	-0.4
c1ccc(-c2nnc(-c3ccccc3)nn2)cc1	x	7	5.4	-8	1.1	-1.6	1.3	8.6	2	-1	1.0*
CCOc1ccccc1NC(=O)Nc1cc(S(=O)(=O)N(C)C)ccc1C	3.9	-2	0.1	-2	-0.4	-1.1	-2.0	0.6	1	-3	-1.5
CCN(CC)C(=O)C1=C(C)N(Cc2ccc(F)cc2)C(=O)C(CC(=O)NCc2cccc3ccccc23)C1 (configuration not stated)	-0.6	-7	-0.3	-9	0.6	0.7	1.0	-0.1	1	6	-1.5
C[C@@H]1CC[C@]2(O[C@@H](CCO)C[C@H](O)[C@H]2O)O1	2.0	8	-0.2	3	-0.1	0.3	1.5	1.3	2	4	-1.2
Cc1nn(-c2ccc(Cl)c(Cl)c2)c(=O)c2ccccc12	0.3	10	3.6	48*	0.5	-1.4	0.3	5.3	3	2	-0.1

A draw from above in order of number of heavy atoms, lowest first:
SMILES	DAX1 inh-1	sPLA2-III inh	hcDAF-12 act	NR1D1 modulator	DAX1 inh-2	PG9 binder	GAA850 FXN act	hgDAF12 agonist	SMARCA2 act	PLCb3 inh	ssDAF-12 act
CN(C)CCOc1ccccc1-c1ccccc1	0.7	-5	-1.8	4	1.1	0.4	-1.5	-1.0	-1	2	-1.1
Nc1nncn1C(=O)CCCOc1ccc(Cl)cc1Cl	2.0	-1	-1.1	0	0.4	-0.1	-2.6	1.9	2	1	-0.2
O=C(COc1ccc(Br)cc1Br)NC(=O)NC1CCCC1	4.1	-8	5.3	1	4.0*	1.9	4.3	7.2	6	2	-0.5

Following part.
SMILES	DAX1 inh-1	sPLA2-III inh	hcDAF-12 act	NR1D1 modulator	DAX1 inh-2	PG9 binder	GAA850 FXN act	hgDAF12 agonist	SMARCA2 act	PLCb3 inh	ssDAF-12 act
O=C(CSc1nnc(Cn2nnc3ccccc32)o1)N(Cc1ccc(F)cc1)c1ccccc1	-4.2	-24	-4.8	-1	-3.2	2.0	-5.9	-7.7	-6	1	-2.8
Cc1cc(C)cc(NC(=O)OC2CC3CC2[C@H]2CCCCN2[C@H]3Cc2ccccc2)c1 (some centres not stated)	x	-3	0.5	0	-0.5	x	x	1.7	-1	-3	-0.1
Cc1cc(Nc2nc(Cl)c(Cl)cc2Cl)n(-c2ccccc2)n1	1.8	7	3.0	6	-0.3	-1.9	1.4	-3.2	-2	-8	0.0
CCCSc1nnc(-c2ccco2)n1C	x	1	-0.8	-6	-0.5	x	x	3.0	-2	2	-1.0
O=C(CCN1C(=O)C2C3C=CC(C3)C2C1=O)Nc1ccccc1F (configuration not stated)	1.0	1	-0.3	-1	-0.2	0.0	-1.4	-0.2	-1	0	-1.3
O=C(Cn1c(=O)[nH]c2ccccc2c1=O)N1CCN(c2cccc(Cl)c2)CC1	-0.3	4	0.1	0	0.2	-0.9	1.0	-0.2	-2	-6	-1.2
CCCNC(=O)Cn1c(=O)/c(=C/c2ccc(-c3ccc([N+](=O)[O-])cc3)o2)s/c1=C\C(=O)C(C)(C)C	1.1	-11	0.3	13	0.5	0.4	-0.4	-4.1	-4	-42	-0.9
CCN(CC)S(=O)(=O)c1ccc2c(c1)c(=O)c(C(=O)NCCc1ccccc1)cn2C	-1.1	2	-2.8	8	-0.1	-0.2	-0.9	-1.5	3	1	-1.1
Cc1cc(N)n(-c2ccc(S(=O)(=O)N3CCCC3)cc2[N+](=O)[O-])n1	1.4	10	-0.7	-2	1.5	2.5	0.6	-0.4	-3	-5	-0.3
CN(Cc1ccccc1)C(=O)c1ccc2c(c1)S(=O)(=O)N=C1CCCCCN12	0.2	-9	0.7	-1	-0.8	-1.3	-0.3	-1.4	4	3	-0.8
O=C(O)CCC(=O)OCc1c(-c2ccccc2)ncc2ccccc12	0.0	1	-2.7	-2	-0.3	-0.3	-0.8	0.2	1	0	-0.8
COc1cccc(-n2nnc3c(=O)n(Cc4ccccc4F)cnc32)c1	1.1	-2	-1.3	-1	-0.5	-3.0	0.8	0.5	-2	-3	-1.7
COC(=O)C1CCN(C(=O)COC(=O)c2cccc(NS(=O)(=O)c3ccccc3)c2)CC1	2.4	-4	-0.3	8	-2.3	0.1	2.1	-0.7	-1	-9	-1.2
COc1ccc(-c2ccc3c(c2)c(-c2cccs2)c(-c2cc(OC)cc(OC)c2)n3C)cc1	1.6	2	-0.5	-2	0.6	0.2	1.5	0.8	0	-18	-1.3

Screening results from PubChem BioAssay.
